Screens (PubChem)
CHRM1 agonist = human M1 muscarinic receptor agonism | P11229 | CHO-K1 hM1, Fluo-8 calcium fluorescence, agonist mode; 0% DMSO, 100% acetylcholine EC100 | activation, % at 3 µM | 360,000 compounds, 0.33% hits;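 active = activation above the run's mean compound activation plus 3 SD, cut at about 16% in these data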;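 also: peak over basal fluorescence ratio within a 140 s kinetic read after compound addition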
M1 antag = human CHRM1 antagonism; P11229; CHO-K1 hM1, Fluo-8 calcium fluorescence, ACh EC80 antagonist; inhibition, % at 3 µM; 360,000 compounds, 1.3% hits; AID 588852;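 active = percent inhibition above its own plate's cutoff, namely the mean of that plate's compound wells plus 3 SD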;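 also: peak over basal fluorescence ratio during 140 s after agonist addition; 0% = ACh EC80 plus DMSO and 100% = DMSO alone without agonist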
TAAR1 antagonist = human TAAR1 antagonism; Q96RJ0; CHO RD-HGA16 TAAR1, Fluo-8 calcium fluorescence, antagonist; inhibition, % at 3 µM; 360,000 compounds, 1.5% hits;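 active = inhibition above a per-plate cutoff, the mean inhibition of test compounds on that plate plus 3 SD, cut at about 49% in these data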;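 also: 0% = DMSO plus EC80 beta-PEA response and 100% = DMSO alone without agonist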
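Material: RD-HGA16 CHO cells with stable hTAAR1 and Gα16; Dosing: single nominal final test compound concentration of 3 µM; Schedule: seeding 17-24 h prior, 75-min 37 °C, 30-min RT dye loading; Detection: kinetic Fluo-8 calcium fluorescence measurement; Measure: % inhibition from peak post-agonist over basal fluorescence ratio; Benchmarks: vehicle and agonist controls.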
CHO parental Ca = signal in parental CHO cells, OX1R antagonist counter-screen. 330,000 compounds, 0.63% hits. parental CHO-K1, ATP-induced calcium, Fluo-8 fluorescence. inhibition, % at 5.6 µM. AID 463079;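 active = inhibition above that plate's mean sample inhibition plus 3 SD, cut at about 26% in these data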;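 also: 0% = ATP-challenged DMSO wells and 100% = DMSO wells without ATP; some compounds past the cut are filed as inactive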
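Assay system – parental CHO cells · Reagent – ATP stimulus · Detection – intracellular calcium via Fluo-8 no-wash fluorescent dye · Evaluation – percent inhibition of ATP-evoked calcium rise, normalized to controls · Controls – ATP wells versus no-ATP DMSO wells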
OXTR potentiate = potentiates the human oxytocin receptor response | 320,000 compounds, 0.061% hits | activation, % at 3 µM | CHO-OTR cells, Fluo-8 calcium fluorescence, potentiator mode; 0% = oxytocin EC15, 100% = EC100 | AID 2445 | P30559;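 active = activation above that plate's cutoff, the mean activation of tested compounds plus 3 SD, cut at about 6.6% in these data, passing the limit was not always enough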;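 also: 100% uses oxytocin at 75 nM as the full agonist control; some results filed as inactive read as strong as hits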
Target sequence (P30559 whole entry, looked up): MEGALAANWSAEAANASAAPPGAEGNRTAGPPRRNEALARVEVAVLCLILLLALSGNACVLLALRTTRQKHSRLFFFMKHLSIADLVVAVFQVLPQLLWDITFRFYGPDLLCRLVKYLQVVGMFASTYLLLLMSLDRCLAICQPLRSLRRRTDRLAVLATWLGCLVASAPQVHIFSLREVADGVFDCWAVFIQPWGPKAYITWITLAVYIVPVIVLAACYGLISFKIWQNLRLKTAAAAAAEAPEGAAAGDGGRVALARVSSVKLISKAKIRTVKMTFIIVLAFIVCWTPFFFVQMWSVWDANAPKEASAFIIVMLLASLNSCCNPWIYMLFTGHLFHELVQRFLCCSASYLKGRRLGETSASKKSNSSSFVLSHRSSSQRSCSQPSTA
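test system = CHO-OTR cells, human receptor | compound = single-point 3.0 µM | schedule = 6 min compound pre-incubation at room temperature, 100 s kinetic read | signal = Fluo-8 no-wash calcium dye fluorescence, excitation 470-495 nm, emission 515-575 nm | repeats = single well per compound, singlicate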
TAAR1 agonist = agonists of human TAAR1 | Q96RJ0 | CHO RD-HGA16 TAAR1, Fluo-8 calcium fluorescence; vehicle wells 0%, saturating PEA agonist 100% | activation, % at 3 µM | 360,000 compounds, 0.99% hits | AID 624467;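 active = activation above the mean activation of all test compounds in the run plus 3 SD, cut at about 38% in these data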
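Test system: RD-HGA16 (CHO) cells co-expressing Gα16 and hTAAR1; dosing: one-point dosing at 3 µM (nominal); timing: 17-24 h seeding, 75 min 37 °C dye, 30 min RT; signal: kinetic Fluo-8 calcium fluorescence; read-out basis: % activation relative to PEA EC100 response; controls: DMSO and PEA EC100; replicates: n 1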
CHRM1 PAM = potentiates human M1 receptor response to acetylcholine; P11229; CHO-K1 hM1, Fluo-8 calcium fluorescence, ACh EC20; 0% = ACh EC20, 100% = maximal ACh; activation, % at 3 µM; 360,000 compounds, 0.088% hits; AID 588819; in the data active = activation above about 19%, passing the limit was not always enough
OXTR agonist = human OXTR agonism. AID 2435. CHO-OTR cells, Fluo-8 calcium fluorescence; normalized: DMSO 0%, oxytocin 100%. 320,000 compounds, 0.32% hits. P30559. activation, % at 3 µM;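 active = activation above the mean of all tested compounds plus 3 SD, cutoff set per screening run, cut at about 20% in these data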;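 also: peak over basal fluorescence ratio from a 100 s FLIPR kinetic read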
V1R ag counter = activates human V1a receptor in oxytocin agonist counter-screen; P37288; CHO-V1R cells, Fluo-8 calcium fluorescence, agonist mode; 0% DMSO, 100% 3 nM vasopressin; activation, % at 3 µM; 320,000 compounds, 0.25% hits;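 active = activation above the mean activation of all tested compounds plus 3 SD, per screening run, cut at about 20% in these data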;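 also: signal is peak over basal fluorescence ratio across a 100 second FLIPR read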
Target sequence (P37288 whole entry, looked up): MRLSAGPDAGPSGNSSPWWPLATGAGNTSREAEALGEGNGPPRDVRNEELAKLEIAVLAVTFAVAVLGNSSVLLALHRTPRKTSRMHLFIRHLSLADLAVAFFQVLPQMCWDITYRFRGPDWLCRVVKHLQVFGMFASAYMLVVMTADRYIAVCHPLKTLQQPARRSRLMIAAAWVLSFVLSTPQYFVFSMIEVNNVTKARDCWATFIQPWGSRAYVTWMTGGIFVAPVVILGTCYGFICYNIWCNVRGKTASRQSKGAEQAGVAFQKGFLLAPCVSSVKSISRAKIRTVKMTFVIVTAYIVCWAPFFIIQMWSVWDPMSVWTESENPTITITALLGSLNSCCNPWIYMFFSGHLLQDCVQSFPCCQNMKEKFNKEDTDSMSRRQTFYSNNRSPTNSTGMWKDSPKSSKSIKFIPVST
The depositor's hits bear a star; . = not tested or not shown; & = joins results of further samples.

mol,CHRM1 agonist,M1 antag,TAAR1 antagonist,CHO parental Ca,OXTR potentiate,TAAR1 agonist,CHRM1 PAM,OXTR agonist,V1R ag counter
Cc1ccc(NC(=O)CNCC2CCCCC2)cc1S(=O)(=O)N(C)C,-4.1,-9.3,-6.7,-1.6,-7.7,7.3,3.5,4.5,1.7
COc1ccc(C(=O)N2N=C(c3cccs3)CC2c2ccccc2O)cc1 (stereo not drawn),0.3,10.9,10.8,-30.1,-8.8,-0.5,6.5,1.4,0.1
Cn1cc(/C=C/C(=O)N2CCCC(C(=O)c3cccc4ccccc34)C2)cn1 (stereo not drawn),-2.3,-2.3,-32.6,-27.5,-5.1,0.8,0.1,-0.9,0.5
CC(=O)Nc1c(-c2ccccc2Cl)c(=O)c2ccccc2n1C,-2.1,2.6,-8.0,-6.0,-16.5,5.2,3.5,0.7,1.0
CC(C)C(=O)NC(=S)NCC(=O)c1ccccc1,-4.1,-7.0,-11.7,-7.0,-14.5,1.6,2.9,-0.5,0.4
Cc1ccc(NC(=O)CCNC(=O)c2ccccc2Cl)cc1S(=O)(=O)N1CCCCCC1,-2.5,-3.2,12.4,-9.2,-9.1,8.4,-1.9,2.0,5.5
Cc1cccc(N2C(=O)C(Cc3ccccc3)NC2=S)c1 (stereo not drawn),-6.9,2.5,-24.8,-7.6,-2.0,-0.9,-2.4,-0.3,-0.8
Cc1cc(N/C=C(\C#N)S(=O)(=O)c2ccc(Cl)cc2)nc(C)n1,-2.8,16.0,-21.6,-14.3,-10.7,2.5,-5.2,1.4,1.6
COc1ccc(CC(=O)Nc2nc(C)cs2)cc1OC,1.1,-3.6,4.0,-2.9,-19.6,14.5,0.5,7.3,9.6
COCCN(C(=O)C1CCCC1)c1c(N)n(Cc2ccccc2)c(=O)[nH]c1=O,-0.9,-5.7,11.4,-14.1,-13.2,1.9,10.1,0.5,0.2
CC(=O)Nn1c(-c2ccccc2)cc2ccccc21,-5.5,-4.3,17.0,-7.6,-10.9,5.8,-7.0,1.8,1.5
CC1(c2ccc([N+](=O)[O-])c(CS(=O)(=O)c3ccccc3)c2)OCCO1,-9.7,0.8,7.7,-21.7,-12.0,6.0,6.7,0.3,1.8
NC(=O)C1CCCN(Cc2ccc3ccccc3c2)C1 (stereo not drawn),-7.1,-4.9,-19.1,-7.7,0.3,1.4,3.0,1.5,0.3
CCCn1nnnc1NCc1cccc(OC)c1OC,-0.6,-17.4,-8.4,3.1,-3.0,5.8,10.1,1.4,0.3
O=C(CSc1ncn[nH]1)c1ccco1,-2.4,-10.2,-2.4,1.6,3.8,11.3,7.0,0.3,0.2
COc1ccc(NC2CCCN(C(=O)c3csc(C(C)C)n3)C2)cc1 (stereo not drawn),-1.0,8.4,1.0,-4.8,-3.9,1.0,-0.3,-0.6,-0.5
O=C(c1cc2ccccc2[nH]1)N(Cc1cccnc1)CC1CCCN(C2CCCCC2)C1 (stereo not drawn),-5.3,8.0,-29.5,-36.5,-4.2,4.0,-11.9,-0.6,0.7
O=C(Nc1ccc(-c2nc3ccccc3o2)cc1)C1CCCO1 (stereo not drawn),1.6,3.2,5.2,-1.0,-5.8,4.1,-1.7,2.0,0.9
CCCN1C(=O)c2cc(C(=O)Nc3ccccc3OC)ccc2C1Nc1ccccc1OC (stereo not drawn),-2.3,-11.8,60.0*,-5.6,-6.2,8.1,7.6,-1.9,-0.1
O=[N+]([O-])c1ccccc1S(=O)(=O)Nc1ncccn1,-7.2,-17.2,-10.4,-4.0,-1.7,0.1,14.7,-0.2,-0.1
O=C(Cc1ccccc1)NN1C(=O)/C(=C/c2ccccc2C(=O)O)SC1=S,-6.4,-6.4,-12.9,-1.6,-9.5,3.8,12.8,-1.9,-0.3
CC1(C)Cc2cccc(OCC(=O)OCC(=O)NCc3ccccc3)c2O1,-3.8,-8.8,-12.0,-5.4,-10.6,3.1,4.8,-0.7,-0.3
NC(=O)C1CCN(S(=O)(=O)c2cccc(S(=O)(=O)N3CCCCC3)c2)CC1,-5.5,4.8,8.6,-1.6,-3.3,7.0,1.2,0.2,0.2
O=C(CCN1CCC2CCC(C2)C1)c1ccc(F)cc1 (stereo not drawn),-2.4,-0.6,-9.7,.,.,2.3,-2.7,.,.
O=C(Nc1ccc(S(=O)(=O)Nc2nccs2)cc1)C1=NN(c2ccccc2)C(=O)CC1,-5.1,-4.9,-10.9,20.6,-10.8,-0.1,5.3,0.5,1.3

New compounds follow.
mol,CHRM1 agonist,M1 antag,TAAR1 antagonist,CHO parental Ca,OXTR potentiate,TAAR1 agonist,CHRM1 PAM,OXTR agonist,V1R ag counter
CC(=O)NS(=O)(=O)c1ccc(N)cc1,-2.1&-0.8,-11.6&-21.6,-16.4&-9.0,-4.2&-11.3,2.9&1.0,3.1&3.9,-5.8&0.8,0.6&1.2,-0.3&1.1
Cc1ccc(-n2c(Cc3cccn3C)nnc2SCC(=O)Nc2ccc3c(c2)OCO3)cc1,-1.4,0.9,-51.7,-25.5,-4.8,2.4,5.2,-1.5,-0.6
CCN(CC(=O)NCc1ccc(F)cc1)CC(=O)Nc1ccc(S(=O)(=O)N2CCCC2)cc1,-4.1,3.1,-10.6,-12.0,1.0,7.0,0.3,0.2,-0.5
Nc1[nH][nH]c(=O)c1N=Nc1ccc2c(c1)OCO2,-7.9,-2.2,-7.2,1.8,-16.2,4.9,3.8,-2.2,-0.5
O=C(CSc1n[nH]c(-c2ccccc2)n1)c1ccc(O)c(O)c1,-0.7,-3.9,1.9,4.0,-3.9,11.4,3.7,-1.1,0.2
COc1ccc(S(=O)(=O)N(C)C[C@H]2Oc3ccc(NC(=O)Nc4ccc5c(c4)OCO5)cc3CC(=O)N([C@@H](C)CO)C[C@@H]2C)cc1,-3.9,-13.3,10.6,8.6,-0.7,0.9,8.2,1.9,1.0
CCn1c(-c2csc3c2CCCC3)n[nH]c1=S,-10.6,-13.7,-12.2,-9.9,3.8,-2.4,4.0,-2.3,0.0
NC1=NC(=O)/C(=C/c2cc(Br)c(O)c(Br)c2)S1,3.3,-7.1,0.7,5.1,-11.2,1.3,12.3,2.3,4.0
Cc1cccc(NC(=O)Cn2nc([N+](=O)[O-])c(Br)c2C)n1,-6.0,6.1,3.9,-10.0,-3.7,1.2,0.8,-0.2,0.0
COc1nc(OC)nc(N2CCC(C(=O)NC3CC3)CC2)n1,-4.0,6.9,-2.6,-9.2,-26.0,4.2,1.5,-0.8,-0.7
CCOCCn1c(CCCO)nc2ccccc21,-3.1,-5.5,-4.2,-12.1,-7.4,5.4,5.1,0.3,2.3
COc1ccc(S(=O)(=O)CCC(=O)NCCc2cccc(C)c2)cc1,0.1,20.6,6.4,-18.6,1.2,1.9,-6.2,-0.2,-0.6
CC(C)=C1SC(N2CCN(c3ccc(C)c(Cl)c3)CC2)=NC1=O,-1.5,-4.7,-15.1,-6.4,-4.5,-0.8,8.6,-0.1,-1.4
Cc1ccc(/C=C2\SC(=S)N(CCCC(=O)N3CCOCC3)C2=O)cc1,-0.8,-9.5,-6.1,-7.0,-12.7,0.2,7.2,1.5,3.6
C=CCOc1ccc2c3c(c(=O)oc2c1)CCCC3,-7.8,-2.2,6.9,.,.,5.4,-3.5,.,.
O=C(CSC1=NS(=O)(=O)c2ccccc2N1)Nc1ccc(F)cc1,1.1,-2.0,-5.5,-14.2,-3.6,0.2,12.8,-0.4,0.5
O=C(c1ccc2c(c1)OCCO2)N1CCN(c2ccc(C(F)(F)F)cn2)CC1,-3.6,-13.0,-7.8,.,.,5.5,2.3,.,.
CCN(CC)S(=O)(=O)c1cccc(-c2cn3cc(C)ccc3n2)c1,-3.8,-5.8,3.9,-4.2,2.5,6.9,5.3,-2.6,-1.2
CN1CCN(C(=O)N2CCNC2=O)CC1,-1.2,-16.6,-9.5,-1.2,-19.0,6.5,8.2,1.5,-0.4
COc1ccc(C(C)(O)c2nc(-c3ccc(Cl)cc3)cs2)cc1 (stereo not drawn),-0.3,-2.9,10.3,.,.,1.5,1.3,.,.
CCCCn1c(N)c(Sc2ccccc2[N+](=O)[O-])c(=O)[nH]c1=O,-0.7,-2.0,-3.9,-4.7,-4.8,6.7,1.0,0.6,1.3
O=C(COC(=O)C1CC(=O)N(Cc2ccccc2)C1)Nc1ccccc1F (stereo not drawn),-2.1,-7.9,10.4,3.0,-6.5,6.6,1.4,-0.2,-0.8
O=C(NCCNC1CCN(Cc2ccccc2)CC1)c1cccs1,.,.,.,-4.8,-17.1,.,.,0.8,0.7
COC(=O)C1=C(C)N(CCCC(=O)O)C(=O)NC1c1ccccc1Cl (stereo not drawn),-5.2,17.7,-0.3,-1.7,-3.5,4.2,-6.0,-0.6,-0.7
COC(=O)c1cc(S(=O)(=O)NCCc2ccc(SC)cc2)c[nH]1,3.7,-1.2,-1.3,-5.2,-12.2,4.6,-0.9,4.7,5.8

More records
mol,CHRM1 agonist,M1 antag,TAAR1 antagonist,CHO parental Ca,OXTR potentiate,TAAR1 agonist,CHRM1 PAM,OXTR agonist,V1R ag counter
NC(=O)c1nc[nH]c1C(=O)Nc1cccc(NC(=O)c2cccc(C(F)(F)F)c2)c1,2.6,-11.9,31.7,-7.2,-5.0,16.1,9.0,1.3,1.1
COc1ccccc1NC(=S)NC(C)=O,-6.0,-2.2,5.4,10.0,-16.2,1.8,4.5,1.7,-0.9
CC(C)(C)OC(=O)Nc1ccc([C@@H](NC(=O)OC(C)(C)C)C(=O)OC(C)(C)C)cc1,-4.9,-9.9,2.1,-14.4,-2.7,1.4,9.5,-0.6,0.1
COc1ccc(CCN2C(=O)CC(Cc3ccc(C)cc3)C2=O)cc1OC (stereo not drawn),-2.1,8.4,-8.2,-21.7,-3.1,0.9,-3.7,0.0,1.2
CCO[C@H]1OC(C(=O)N2CCN(Cc3ccc4c(c3)OCO4)CC2)=C[C@@H](c2ccc(Br)cc2)[C@@H]1CCCO,-5.0,13.6,28.1,-15.5,-3.0,10.9,-8.5,0.0,-0.2
CCn1cc(S(=O)(=O)Nc2cc(F)ccc2C)cn1,-7.1,-9.1,17.0,-3.9,-3.3,6.5,15.2,1.0,-0.6
Cc1nn(C)c(C)c1NS(=O)(=O)c1ccccc1,-1.8,-7.3,4.1,-2.6,-0.2,6.8,7.1,0.7,0.5
